# PAFAH2 inh = PAFAH2 (human) inhibition; Q99487; recombinant PAFAH2, FP-rhodamine activity probe, fluorescence polarization; inhibition, % at 3.39 µM; actives 0.99% (n = 340,000); AID 492956;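 active means inhibition above the mean over all tested compounds plus 3 SD, cut at about 30% in these data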;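 further: inhibitors block probe labeling of enzyme so polarization drops; 0% = enzyme with DMSO and 100% = wells lacking PAFAH2 protein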
# LYPLA1 inh = blocks human lysophospholipase 1, a PME1 counter-screen; O75608; actives 0.16% (n = 320,000); AID 2174; recombinant LYPLA1, FP-Rh probe fluorescence polarization; inhibition, % at 5.9 µM;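 active means inhibition above the mean of all tested compounds plus 3 SD, set per campaign, cut at about 14% in these data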;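 further: inhibitors block serine hydrolase probe labeling of LYPLA1 so polarization falls; 0% = enzyme with DMSO and 100% = wells lacking LYPLA1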
# GSTO1 inh = blocks human GSTO1 in RBBP9 counter-screen; P78417; recombinant GSTO1, activity-based probe fluorescence polarization; inhibition, % at 5.96 µM; actives 1.1% (n = 300,000); AID 1974;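 active means inhibition above the campaign mean inhibition plus 3 SD, cut at about 35% in these data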;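 further: 0% = GSTO1-1 with DMSO and 100% = wells lacking GSTO1-1 enzyme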
# Target sequence (P78417 whole entry, looked up): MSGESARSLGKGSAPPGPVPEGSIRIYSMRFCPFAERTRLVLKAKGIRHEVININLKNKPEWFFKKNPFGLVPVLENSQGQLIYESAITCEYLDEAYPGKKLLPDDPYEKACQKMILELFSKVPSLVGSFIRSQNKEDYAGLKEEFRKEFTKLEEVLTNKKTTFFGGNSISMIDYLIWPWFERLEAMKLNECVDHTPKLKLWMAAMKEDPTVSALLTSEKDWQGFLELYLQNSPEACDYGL
# EBNA-1 inhibitor = blocks EBNA-1 binding to DNA. EBNA-1 DNA binding, fluorescence polarization. inhibition, % at 14.8 µM. AID 1950. actives 0.34% (n = 300,000); in the data active means inhibition above about 28%
# ZTA DNA inh = blocks Epstein-Barr virus ZTA, an EBNA-1 counter-screen | ZTA-DNA binding, fluorescence polarization | P03206 | AID 2234 | inhibition, % at 11 µM | actives 0.15% (n = 320,000); in the data active means inhibition above about 33%
# Target sequence (P03206 whole entry, looked up): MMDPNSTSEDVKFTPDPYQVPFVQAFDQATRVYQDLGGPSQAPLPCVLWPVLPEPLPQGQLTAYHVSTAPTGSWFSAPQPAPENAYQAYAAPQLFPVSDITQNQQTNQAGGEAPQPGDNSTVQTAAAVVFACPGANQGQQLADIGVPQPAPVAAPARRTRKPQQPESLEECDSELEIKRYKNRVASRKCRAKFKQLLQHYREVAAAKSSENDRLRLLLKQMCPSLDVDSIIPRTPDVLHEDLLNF
# PAD4 inh = inhibitors of human PAD4. recombinant PAD4, RCA probe fluorescence polarization. inhibition, % at 6.36 µM. actives 0.41% (n = 330,000);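 active means percent inhibition above a cutoff equal to the mean of all tested compounds plus 3 SD, cut at about 15% in these data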;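 further: 0% = PAD4 with RCA probe and DMSO and 100% = probe without PAD4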
# PREPL inh = human PREPL enzyme inhibition. Q4J6C6. recombinant PREPL, fluorescence polarization activity-based probe. inhibition, % at 5.96 µM. actives 0.68% (n = 320,000); in the data active means inhibition above about 43%;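 further: 0% = enzyme with DMSO and 100% = wells lacking enzyme; many of its hits are not listed in these tables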
# PAFAH1B3 inh = inhibitors of human PAFAH1B3; inhibition, % at 3.39 µM; actives 0.28% (n = 340,000); AID 492972; Q15102; recombinant PAFAH1B3, FP-rhodamine probe, fluorescence polarization;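 active means inhibition above the screen-wide average of all tested compounds plus 3 SD, cut at about 25% in these data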;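 further: 0% = enzyme with DMSO only and 100% = wells lacking PAFAH1B3 protein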
# Target sequence (Q15102 whole entry, looked up): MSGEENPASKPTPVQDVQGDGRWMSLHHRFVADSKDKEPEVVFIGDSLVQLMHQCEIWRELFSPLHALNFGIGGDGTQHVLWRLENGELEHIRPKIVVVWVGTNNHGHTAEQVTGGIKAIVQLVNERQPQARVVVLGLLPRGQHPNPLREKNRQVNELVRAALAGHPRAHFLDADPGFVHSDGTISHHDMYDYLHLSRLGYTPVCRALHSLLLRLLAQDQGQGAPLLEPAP
# LYPLA2 counter = counter-screen for PME1 inhibitors: inhibitors of human LYPLA2. inhibition, % at 5.9 µM. recombinant LYPLA2, FP-Rh probe fluorescence polarization. actives 0.38% (n = 320,000). AID 2177;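 active means inhibition above the screen-wide mean plus 3 SD, limit set per campaign, cut at about 26% in these data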;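 further: 0% = LYPLA2 with DMSO and 100% = wells lacking LYPLA2 enzyme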
# Target sequence (O95372 whole entry, looked up): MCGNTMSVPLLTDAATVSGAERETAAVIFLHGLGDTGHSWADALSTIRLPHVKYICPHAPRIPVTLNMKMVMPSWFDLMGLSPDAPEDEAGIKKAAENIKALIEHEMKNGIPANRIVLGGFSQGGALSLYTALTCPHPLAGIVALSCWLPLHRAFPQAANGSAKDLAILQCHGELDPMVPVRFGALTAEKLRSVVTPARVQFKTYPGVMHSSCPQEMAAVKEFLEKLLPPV
# Active calls of the source: *; / = no result given. Only part of the results is shown; rates above refer to the full screens.
# Each structure is followed by: PAFAH2 inh, LYPLA1 inh, GSTO1 inh, EBNA-1 inhibitor, ZTA DNA inh, PAD4 inh, PREPL inh, PAFAH1B3 inh, LYPLA2 counter
> CC[C@]12c3[nH]c4ccccc4c3CCN1C(=O)C(CC(=O)NCC13CC4CC(CC(C4)C1)C3)C[C@@H]2C(=O)N1CCN(C(=O)C2CC2)CC1 (stereo partly drawn)
    3.9, /, /, /, /, -10.7, 21.2, 5.9, /
> CCOC(=O)c1c(C)[nH]c(C(=O)OCC(=O)Nc2sccc2C(N)=O)c1C
    -29.0, -19.5, -54.9, -17.0, -7.7, -23.1, -18.9, -18.7, -47.8
> O=C(Nc1cccc(Cl)c1)c1nc[nH]c1C(=O)NCCN(CCNC(=O)c1[nH]cnc1C(=O)Nc1cccc(Cl)c1)CCNC(=O)c1[nH]cnc1C(=O)Nc1cccc(Cl)c1
    -13.7, /, /, /, /, -2.2, 3.1, -1.6, /
> CCCCOC(=O)Nc1ccccc1C(=O)N1CCCC1
    0.4, -2.0, -0.3, -1.0, 0.3, -1.1, -7.7, 3.2, 3.5
> c1cncc(CNc2ncnc3ccc(-c4ccc5c(c4)OCO5)cc23)c1
    -0.4, /, /, /, /, 0.4, 12.8, 6.7, /
> Cc1cccn2c(CNCC(C)Oc3cccnc3)c(C(=O)N3CCOCC3)nc12 (stereo not drawn)
    1.4, -1.6, 5.0, 5.8, 13.7, -3.4, -1.1, 4.5, -1.6
> COC(=O)c1c(NC(=O)CN(c2ccc(C)c(C)c2)S(C)(=O)=O)sc2c1CCCC2
    0.3, -3.2, -8.0, 9.1, -5.7, 4.2, 22.7, -6.4, 0.5
> O=C(OCc1c(-c2ccccc2)ncc2ccccc12)c1ccccc1C(F)(F)F
    -0.6, /, /, /, /, -5.2, -1.8, -8.1, /
> CC(=O)N(C)c1nc(N)n(-c2ccccc2)n1
    10.6, -1.5, -2.1, -3.0, 8.9, -0.2, 5.0, 7.1, -0.1
> CN(C(=O)COC(=O)c1ccc([N+](=O)[O-])cc1Cl)C1CCCCC1
    16.8, -1.4, 3.3, -1.3, -8.9, 1.1, 5.6, 9.3, 1.5
> CCOc1cc(C2C(C#N)=C(N)Oc3n[nH]c(-c4ccccc4)c32)ccc1O (stereo not drawn)
    3.2, 0.8, 20.3, -3.5, -4.7, -10.3, 0.7, 3.0, -0.6
> O=C(c1ccco1)N1CCN(S(=O)(=O)c2ccc(S(=O)(=O)NC3CCCC3)cc2)CC1
    1.5, -0.9, 8.8, 1.5, -6.7, 1.8, -5.4, 3.0, 3.8
> CC(C)=Cc1oc2ccc([N+](=O)[O-])cc2c1N1CCOCC1
    4.0, 0.7, 5.1, -10.4, -1.8, 1.9, 1.6, 2.4, -1.0
> C=CCn1c(C)nnc1SCC(=O)NC1CCCCC1
    -1.9, -2.9, 0.2, -4.6, -9.1, -1.6, -1.8, -8.0, 2.2
> Cc1ccc(NC(=O)C2(c3ccccc3)CCOCC2)cc1
    2.2, -0.9, 5.8, 1.0, -2.7, -3.8, -5.6, 6.2, 5.3
> COc1ccc(CCNC(=O)COc2ccc(S(=O)(=O)NC3CCCCC3)cc2Cl)cc1OC
    -0.2, 4.0, -9.2, -7.8, -3.4, -6.8, -11.5, 8.2, 13.9
> CCOC(=O)C1=C(CS(=O)(=O)c2ccccc2)NC(=O)NC1c1ccccc1 (stereo not drawn)
    -0.7, 1.2, -2.9, -13.0, 9.9, -11.0, 7.6, 9.9, -1.1
> CS(=O)(=O)c1ccc(C(=O)NCC(c2ccco2)N2CCCCC2)cc1 (stereo not drawn)
    2.0, -6.0, 7.0, 7.1, -10.2, 2.1, 4.3, 7.9, -5.2
> COc1ccccc1N(CC(=O)NC1CCCCC1)S(=O)(=O)c1ccccc1
    4.5, -4.6, -3.8, -7.4, 3.5, -0.9, 2.2, -0.3, -4.8
> O=S(=O)(c1cc(F)ccc1F)N1CCC2(CC1)OCCN2S(=O)(=O)c1ccccc1
    -0.4, -1.2, 6.1, -4.0, -7.1, -0.2, 1.4, 0.3, -0.4
> Cc1ccc(N2C(=O)c3ccccc3C2=O)cc1C
    4.1, -0.1, -1.0, -0.8, 10.2, 2.2, 3.0, -0.5, 0.4
> Cc1ccc(/C=C/C(=O)Nc2cccc3cccnc23)o1
    13.9, -1.7, 6.6, 9.9, -4.0, 9.7, 12.4, 11.3, 1.3
> Nc1cc(Nc2ccccc2)c2nonc2c1[N+](=O)[O-]
    3.0, -0.5, -5.3, -23.6, 6.4, -3.8, -13.4, 9.9, 3.7
> CCNC(=S)N(CCc1c(C)[nH]c2ccc(Cl)cc12)Cc1cccnc1
    3.1, 1.1, 1.5, 2.5, 8.8, -2.8, -10.9, 6.3, -4.2
> COC(=O)c1cccc(NC(=S)NC(C)C)c1
    6.0, -4.0, -1.3, -4.0, 0.0, -0.7, 20.1, 6.6, -2.7
> COC(=O)[C@H](CCSC)NC(=O)Cn1ccc(NC(=O)OCc2ccccc2)nc1=O
    -8.3, 2.1, /, /, 2.2, 0.8, 15.1, -6.2, 4.2
> O=C1COc2ccc3ccccc3c21
    -6.0, 0.4, -2.8, -2.0, 8.5, -6.2, -5.2, 9.1, -9.6
> COc1ccc(S(=O)(=O)NCC2CCCN(C(=O)c3cccnc3C)C2)cc1 (stereo not drawn)
    -11.1, -1.0, 1.9, -3.5, -4.0, -2.4, 4.1, 10.1, 0.9
> CC(C)n1c(N2CCN(C(=O)NCc3ccccc3)CC2)nc2ccccc21
    -5.2, -1.6, 4.4, 7.3, 4.0, -0.9, 7.2, 4.2, 5.5
> COc1cc(F)c(C(=O)NC(C)(C)CO)cc1OC
    2.1, 0.8, -0.2, -0.3, 0.3, 3.4, 19.4, -1.1, 1.0
> CSc1ncccc1C(=O)Nc1ccc2c(c1)OCO2
    10.2, -0.9, /, /, -3.4, -0.4, 2.7, 0.5, 3.5
> C=C(C)CNC(=O)c1ccc(OC2CCN(S(=O)(=O)N(C)C)CC2)cc1
    5.8, 0.9, 0.5, -4.8, 14.1, -1.4, 7.1, 5.7, 5.2
> O=C(CC1Sc2ncnn2C1=O)Nc1ccccc1 (stereo not drawn)
    -0.5, 0.9, 6.7, -8.6, -10.1, 0.5, 9.3, 4.3, 1.4
> COc1cccc(OC)c1C(=O)Nc1nnc(C(C)C)s1
    7.0, -2.2, 4.3, 8.4, -8.8, 2.4, 1.3, -3.2, -0.6
> CCOC(=O)N1CCN(C(=O)CN(c2ccc(OC)cc2)S(C)(=O)=O)CC1
    -1.2, 1.7, 2.7, 7.5, 19.1, -1.7, 11.2, 0.3, 9.3
> CCOC(=O)C1=C(N)OC2=C(C(=O)CC(C)(C)C2)C1c1ccc(CC)s1 (stereo not drawn)
    0.9, -5.1, -2.0, 1.1, -12.1, -8.9, -2.9, 7.0, 5.6
> CC(=O)c1c(C)[nH]c(C(=O)COC(=O)c2cccc(S(=O)(=O)N(C)c3ccccc3)c2)c1C
    -4.0, -13.0, -1.2, 7.5, 8.1, -6.0, -6.2, -3.3, -19.6
> C[C@@H]1CN([C@@H](C)CO)C(=O)c2cc(NS(=O)(=O)c3cccs3)ccc2O[C@H]1CN(C)Cc1ccc(C(F)(F)F)cc1
    4.2, /, /, /, /, 9.0, 28.9, 8.5, /
> Cc1ccccc1C(=O)Oc1ccc(Sc2ccc(O)cc2)cc1
    /, -5.3, -1.2, 0.2, -14.0, -2.3, 2.8, /, -14.0
> COc1cccc(-c2cc(C(=O)NCc3cccs3)no2)c1
    -46.6, -0.9, -6.0, 0.4, 10.3, -8.2, -0.6, 7.6, 0.2
> C=CCC1c2cccc(C(=O)OC)c2C(=O)N1c1ccccc1 (stereo not drawn)
    9.0, -4.3, 2.6, 2.3, -19.4, -7.2, 2.3, 1.5, 1.1
> CCc1ccc2c(CN(CC)Cc3nc4ccccc4c(=O)[nH]3)cc(=O)oc2c1
    -28.1, -0.6, -9.5, 4.2, -15.7, -2.2, -16.2, 5.5, -3.6
> CSc1ccc(C2c3[nH]c4ccccc4c3CCN2C(=O)c2cc(C)n(C)n2)cc1 (stereo not drawn)
    /, -5.1, -3.0, 7.0, 0.9, -2.3, 5.0, /, -4.8
> Cc1nc(CNC(=O)c2cc(COc3ccc(F)cc3Cl)on2)cs1
    3.8, 4.5, 6.5, 1.2, 6.6, -2.5, -2.7, 3.8, 10.8
> COCCn1nnnc1C(c1ccc(OC)c(OC)c1)N1CCN(c2nc3ccccc3s2)CC1 (stereo not drawn)
    -5.2, 0.2, 2.5, 1.0, -9.0, 5.3, 39.5, 4.2, 3.3
> CC(CCc1ccccc1)NC(=O)c1ccncc1 (stereo not drawn)
    -6.2, -1.0, 3.7, 6.0, -0.5, -3.6, -5.6, -1.3, -1.3
> COc1cccc(CNC(=O)CCC2CCCN(Cc3cc(Cl)ccc3O)C2)c1 (stereo not drawn)
    1.2, -3.2, 7.6, -1.6, -0.9, -5.0, 7.0, -4.6, 1.6
> O=[N+]([O-])c1ccc(-c2nc(-c3cccs3)c(-c3cccs3)[nH]2)cc1
    -11.3, -22.5, -19.8, -7.0, 7.5, -19.0, 16.5, 22.6, -8.1
> COc1ccc(Cl)cc1-n1c(C)ccc1C
    7.0, 4.9, 3.1, -1.7, -3.9, -7.8, 8.1, 3.0, 5.5
> CC(C)Oc1cccc(-c2cc(C(=O)N3CCN(S(C)(=O)=O)CC3)c3ccccc3n2)c1
    0.1, 1.4, 1.3, 5.8, 3.7, -1.8, -5.6, 3.3, 2.9
> O=C1c2sc3nc4n(c(=O)c3c2CCC1Br)CCCCC4 (stereo not drawn)
    14.6, -6.9, 55.0*, -7.8, -18.2, -2.1, -5.2, 2.8, -11.8
> CCCCn1c(N)c(N(CCC(C)C)C(=O)COC(=O)c2cccnc2OCC)c(=O)[nH]c1=O
    3.5, 0.3, /, /, 6.9, 6.5, -1.6, -3.9, 0.6
> COc1ccc(OCCSc2ncc(CO)n2C)cc1
    -4.2, -0.6, 6.2, -7.9, 1.0, -0.6, 0.8, 6.8, 5.3
> CCOC(=O)Cc1cc(=O)[nH]c(/N=C(\N)Nc2ccc(C)c(C)c2)n1
    11.8, 0.6, 6.0, 3.8, -9.5, -1.5, 9.5, 11.6, 11.0
> O=C(NC1=NCCS1)c1ccccc1
    -2.0, 0.6, 4.5, -6.0, 17.7, 2.5, -1.9, 11.0, 3.1
> COC(=O)N1C(=O)[C@@](c2ccccc2)(C2CCCC2)N1C(=O)OC
    4.4, 2.4, 7.8, -10.2, -11.4, 3.5, 10.3, -6.4, -0.4
> COC(=O)Cc1cc(=O)n2[nH]c(C)cc2n1
    -5.3, -6.2, -0.9, 4.8, 5.8, -2.4, -1.3, 3.5, -1.9
> COc1ccc(C(=O)NC(=S)NNC(=O)c2cccnc2)cc1
    -2.4, -2.9, 11.8, -4.0, -2.4, -1.1, -3.4, 13.5, 1.5
> O=C1Nc2ccccc2C1=Nc1ccc(F)cc1
    6.7, -3.4, -3.0, 1.3, 4.5, -1.3, 3.5, 1.2, -0.8
> Oc1ccccc1Nc1nc(NCc2ccccc2)c2ccccc2n1
    0.7, -9.6, -7.3, -8.5, -10.2, -3.7, 12.9, 3.4, -2.5
> COc1ccccc1/C=C/C(=O)OC(C)CN1CCOCC1 (stereo not drawn)
    10.3, -5.0, 3.6, 2.0, 21.4, -4.0, 3.0, 6.9, 5.0
> CCN(CC)CCN1C(=O)C(=O)/C(=C(/O)c2ccc(C)cc2)C1c1cccnc1 (stereo not drawn)
    3.7, -1.8, -3.1, 1.9, 2.9, 0.1, -2.7, 8.4, -4.9
> O=[N+]([O-])c1ccccc1CSc1ccccn1
    /, -1.4, -0.9, 2.3, -7.5, 4.6, -10.1, /, 11.2

# Assay outcomes (PubChem)
